Source: PubChem BioAssay
ALOX12 inh = inhibitors of human 12S-lipoxygenase ALOX12 | Potency, µM (doses to about 108 µM), without a hit: top-dose activity change, negative = inhibition, hits mostly inhibitors | purified 12hLO, xylenol orange hydroperoxide absorbance | 580,000 tested, 1.1% active | P18054; active = well fitted inhibition curve with a large enough effect; inconclusive = small, poorly fitted or top-dose-only effect, or another doubt; inactive = no such curve, though single readings can be large or run the other way
Target sequence (P18054 whole entry, looked up): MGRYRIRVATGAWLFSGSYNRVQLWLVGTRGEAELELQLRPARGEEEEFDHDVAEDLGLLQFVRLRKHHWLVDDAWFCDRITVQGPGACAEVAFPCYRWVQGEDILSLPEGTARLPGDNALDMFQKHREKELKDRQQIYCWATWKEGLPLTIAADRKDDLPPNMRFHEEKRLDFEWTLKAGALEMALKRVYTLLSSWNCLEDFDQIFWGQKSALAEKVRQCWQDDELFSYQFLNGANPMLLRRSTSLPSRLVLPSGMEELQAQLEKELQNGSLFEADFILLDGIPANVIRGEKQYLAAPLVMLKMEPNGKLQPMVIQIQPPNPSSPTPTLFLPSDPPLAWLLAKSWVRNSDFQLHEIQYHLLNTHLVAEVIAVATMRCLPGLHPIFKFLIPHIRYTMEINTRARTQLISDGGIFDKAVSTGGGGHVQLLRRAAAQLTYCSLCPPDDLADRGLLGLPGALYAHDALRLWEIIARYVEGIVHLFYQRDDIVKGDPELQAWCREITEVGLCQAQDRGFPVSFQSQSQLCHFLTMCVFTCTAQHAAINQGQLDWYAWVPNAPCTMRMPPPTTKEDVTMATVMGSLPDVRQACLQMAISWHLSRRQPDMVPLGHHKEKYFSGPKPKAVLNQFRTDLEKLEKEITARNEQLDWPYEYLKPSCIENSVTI
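Hydroperoxide product was detected by ferrous iron/xylenol orange as the 573 to 405 nm absorbance ratio. Arachidonic acid at 40 uM (final) was turned over for 30 min at room temperature by 150 nM human 12hLO, pH 7.0 Hepes buffer, after 15 min compound preincubation.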
* hit, by the source's call; ? = inconclusive; [ ] = remark or other dose. % is scaled to controls: 0 for no effect and ±100 for the full control effect; potency is read from the fitted curve at half-maximal effect. Some of the compounds tested; the hit share may differ from the screen's.

SMILES	ALOX12 inh
CN1CCCN(S(=O)(=O)c2cccc(Cl)c2)c2ccccc21	?
COCCc1nncn1C1CCN(C(=O)c2cccc(Br)c2)CC1	18%
CCCC(=O)Nc1ccc(CNCc2ccc(C)cc2C)cc1	?
COC(=O)c1ccc(COC(=O)[C@H](C)NC(=O)c2ccccc2)cc1	-3%
CNC(=O)[C@@H]1C[C@@H](O)CN1C1CCN(C(=O)c2cccc(OC)c2)CC1	4%
CCCCc1ccc(NC(=O)c2ccc3c(c2)N(S(C)(=O)=O)CC3)cc1	-27%
COCCCNC(=O)C(NC(=O)c1ccccc1)C1CCN(C(=O)c2ccc(Cl)cc2)CC1 (stereo not given)	50%
Cc1ccc(C(=O)COC(=O)C2C3CC4OC(=O)C2C4C3)cc1 (stereo not given)	-42%
CC(C)Cc1cc(C(=O)N2CCc3onc(-c4ccccc4F)c3C2)on1	35%[activator]
CCc1ccc(NC(=O)c2cnc(N3CCOCC3)c3ccccc23)cc1	0%
CC(C)c1ccc(NC(=O)CSc2nc3c(=O)n(C)c(=O)n(C)c3n2C)cc1	-1%
O=C(c1ccccc1)N1CCn2cc(C(=O)N3CCOCC3)nc2C1	0%[6.33 µM]
COc1cc(C2c3c(-c4cc(C)cc(C)c4O)n[nH]c3C(=O)N2Cc2cccnc2)ccc1O (stereo not given)	12%
CN(C)C(=O)c1ccc(-c2nccc(NCc3ccccc3)n2)cc1	45µM*
O=C(O)c1csc2ccccc12	6%
Cc1ccccc1-c1nc(CSc2nc(C)c(CCO)c(=O)[nH]2)c(C)o1	1%
CSc1nc2n(n1)C(c1cccc(Cl)c1)C1=C(CCCC1=O)N2 (stereo not given)	6%
Cc1cnc(C(=O)NCc2c(C)ncc3c2CCN(C(=O)/C=C/c2cccs2)C3)cn1	11%
Cn1c(=O)n(Cc2cccc(Br)c2)c(=O)c2c1ncn2Cc1ccccc1	?
CCCCCCCCN1C(=O)[C@H](CC(=O)NCc2cccc(C(F)(F)F)c2)C[C@@]2(C(=O)OCC)CCC=C12	?
O=C(NC1CCCCC1)[C@@H]1C[C@@H](O)CN1C1CCN(C(=O)c2n[nH]c(=O)c3ccccc23)CC1	20%
O=C(c1ccccc1F)N1CCn2c(nnc2[C@@H]2C[C@@H](O)CN2Cc2cccnc2)C1	1%
COc1ccccc1CCn1cnc(-c2ccc(Cl)cc2)c1CC(C)C	-26%
O=S1(=O)c2ccc(N3CCN(Cc4ccccc4F)CC3)cc2Oc2ccccc2CN1Cc1cn(Cc2ccc(Cl)cc2)nn1	25%
CC(C)N1C(=O)C2(CCCC2)C1C(=O)N1CCc2ccccc21 (stereo not given)	35%[activator]
O=C(NCc1ccncc1)C1CCC(=O)N(C2CCCCCC2)C1 (stereo not given)	42%
CC(C)CC(=O)NC1CCCc2c1[nH]c1c(Cl)cccc21 (stereo not given)	23%
c1ccc(COCCCc2nc(C3CCOC3)n[nH]2)cc1 (stereo not given)	27%
CC(C)(C)NC(=O)CN1CCN(C(=O)CCc2ncc(-c3ccccc3)o2)CC1	0%
Cc1csc(-c2nc3ccccc3n2C(C)c2nc3ccccc3[nH]2)c1 (stereo not given)	-28%
CN1CC(=O)N(c2ccc([N+](=O)[O-])cc2)Cc2c1ncnc2N1CCC(N2CCOCC2)CC1	16%
Cc1ccc2nc(-c3ccccc3)cc(C(=O)NCCN3CCOCC3)c2c1	-5%
Cc1cc(C)cc(C(=O)Nc2ccc(-c3nnc4n3CCCC4)cc2)c1	45%[activator]
N#CCOc1ccc2c(=O)c(-c3ccccc3)c(C(F)(F)F)oc2c1	-3%
O=C1CCC(C(=O)N2CCOCC2)CN1CCCc1ccccc1 (stereo not given)	49%[activator]
COc1ccc(CN2C=C(C(=O)OCc3noc(C4CCCCC4)n3)C(C)=NS2(=O)=O)cc1	4%
CS(=O)(=O)N1CCOc2ccc(CCC(=O)NC3CCCc4ccccc43)cc2C1 (stereo not given)	37%[activator]
Cc1c(-n2nnnc2SCC2CCCCC2)c(=O)n(-c2ccccc2)n1C	21%
O=C(CCc1ncc(-c2ccc(F)cc2F)o1)Nc1ccncc1	13%
Cc1cccc(S(=O)(=O)N2CCC(Oc3ncccc3C(=O)N3CCOCC3)C2)c1 (stereo not given)	-1%
O=C1NCCCCCCN(C(=O)Cc2ccccc2)[C@@H]2CCC[C@H]12	-7%
CN1CCCCCCN(C(=O)CC2CCCCC2)[C@H]2CCC[C@H]2C1=O	12%
O=C(Nc1ccc([C@H]2OCC(=O)N(Cc3cccnc3)[C@@H]2CO)cc1)c1ccnc(Cl)c1	22%
NS(=O)(=O)c1ccc(CCNc2ncnc3c2cnn3-c2ccccc2)cc1	6%
CC12CCCCCC3=CC(=O)C=C[C@]31OCC2 (stereo not given in full)	-24%
COc1ccc(-c2noc(-c3cccn3CC(=O)Nc3ccccc3)n2)cc1F	-10%
O=C1Nc2ccccc2CN(Cc2ccc(C(F)(F)F)cc2)C12CCNCC2	?
O=C(O)C1=NOC2CN(Cc3ccc(Cl)cc3)CC12 (stereo not given)	?
Cc1ccc(-n2nc3n(c2=O)CCN(C(=O)c2ccccc2Cl)C3)cc1	4%
COC(=O)c1ccc(NC(=O)C2=Cc3ccccc3OC=C2)cc1	-10%
CN1CCC2(C1)CN(CC1CCOCC1)c1ccc(C(=O)NCc3ccccc3)cc12 (stereo not given)	?
O=C(NCCCc1ccccc1)C1(CCO)CCN(c2ncccn2)C1 (stereo not given)	30%
O=C(c1ccc(-n2ccnc2)cc1)N1CCN(c2cccc(Cl)c2)C(=O)C1	2%
CN(C)c1cccc(C(=O)N2CCCN(c3cc(-c4ccc(F)cc4)[nH]n3)CC2)c1	40%[activator]
O=C(Nc1ccccc1)N1CCC2(CC1)CCN(C(=O)c1ccncc1)CC2	5%[57.4 µM]
C[C@]1(O)CCN(C(=O)CCc2c[nH]c3ccccc23)C[C@@H]1O	57%[activator]
COCCN1C(=O)c2ccccc2C(C(=O)NCc2ccc(F)cc2)C12CCCC2 (stereo not given)	27%
CC(C)Oc1ccccc1C(C)NC(=O)Cc1c[nH]c2ccccc12 (stereo not given)	3%
Cc1cccc(N2CCN(C(=O)c3ccc4c(=O)[nH]c5c(C(=O)NC6CCCC6)sc(=S)n5c4c3)CC2)c1C	?
C/C=C/C=C/C(=O)NC1CC2CCC1(C)C2(C)C (stereo not given)	?

The list goes on:
SMILES	ALOX12 inh
CN(C)C(=O)c1ccc(-c2nc(Nc3ccccc3)c3ccccc3n2)cc1	?
O=C(C[C@@H]1CCNC[C@@H]1Cc1cc(CSc2ccccc2)on1)NCc1ccc2c(c1)OCO2	12%
O=C(NCc1ccccc1)C(c1ccco1)N1CCN(CCN2CCOCC2)CC1 (stereo not given)	-1%
Cc1ccc(-n2c(C3CCN(C(=O)Cc4ccccc4C)CC3)n[nH]c2=O)cc1	?
O=C(O)c1ccc(Cc2ccccc2)o1	?
CN(C1CCc2c(c3ccccc3n2CC(=O)O)C1)S(=O)(=O)c1ccc(F)cc1 (stereo not given)	-31%[57.4 µM]
Cc1noc(C)c1[S+](=O)([O-])N1CCn2c(nn(-c3ccc(C(F)(F)F)cc3)c2=O)C1	5%
O=C(Cc1cccc(Cl)c1)N1CCn2c(nn(-c3ccc(F)cc3)c2=O)C1	-2%
CC(C)C(=O)Nc1ccc2c(C(C(=O)O)N3CCN(C)CC3)c[nH]c2c1 (stereo not given)	?
Cc1ccc2nc(C)c(C(=O)OCC(=O)NCC3CCCO3)cc2c1 (stereo not given)	-21%
CC(=O)c1c(F)cccc1N1CCN(c2cccc(C(F)(F)F)c2)CC1	-12%
CC(C(=O)N1CCN(Cc2ccccc2)CC1)n1nc(C(=O)O)c2ccccc2c1=O (stereo not given)	2%
CCCCNC(=O)c1cccc(NC(=O)Nc2ccccc2)c1	0%
CN(C1CCCCC1)S(=O)(=O)N1CCN(C(=O)Cc2ccc(Cl)cc2Cl)CC1	-3%
CCCc1nnc2c(=O)n(CC(=O)Nc3ccccc3C(=O)OCC)c3ccccc3n12	?
Cc1c(C)c2ccc(OCC(=O)NCCc3ccc(S(N)(=O)=O)cc3)c(C)c2oc1=O	-48%
COCCn1c(-n2nc(C)cc2C)nc2c1c(=O)n(CC(=O)OC)c(=O)n2C	19%
COc1ccc(CNC(=O)c2nc(CC(=O)Nc3cccc4ncccc34)no2)cc1	-7%
CSC(C)C(=O)NCc1ccc(C)s1 (stereo not given)	4%
COc1cccc(CCC(=O)N2CCC(c3n[nH]c(=O)n3-c3ccc(C)cc3)CC2)c1	-5%

An excerpt from above in order of their number in ALOX12 inh, high to low.
Compound,ALOX12 inh
CN(C1CCCCC1)S(=O)(=O)N1CCN(C(=O)Cc2ccc(Cl)cc2Cl)CC1,-3%
COc1ccc(CNC(=O)c2nc(CC(=O)Nc3cccc4ncccc34)no2)cc1,-7%
Cc1c(C)c2ccc(OCC(=O)NCCc3ccc(S(N)(=O)=O)cc3)c(C)c2oc1=O,-48%

Further records follow:
SMILES	ALOX12 inh
COc1ccc(C2=NN3C(C2)c2cccc(OC)c2OC32CCN(C(C)=O)CC2)c(OC)c1 (stereo not given)	?
CCc1ccc(-c2nc3c(c(=O)[nH]c(=O)n3Cc3ccccc3)n2CC2CCCO2)cc1 (stereo not given)	-23%
COCCn1c(SCC(=O)c2ccc(F)cc2)nnc1-c1ccc(Cl)cc1	?
COc1ccc(F)c(CN2CCCC(O)(CN3CCOC(C)(C)C3)C2=O)c1 (stereo not given)	36%
CCOC(=O)CCCn1nc2n(c1=O)CCN(Cc1cccc(Cl)c1)C2=O	-3%
COc1ccc(C(=O)C(=O)N2CCN(c3ccccc3F)CC2)cc1	5%
O=C(Nc1ccccc1)C1=NO[C@@H]2CN(Cc3cccc(O)c3)C[C@H]12	5%[176 µM]
Cc1cnc2c(S(=O)(=O)N(C)CC(=O)Nc3c(C)cccc3C)cccc2c1	5%

Compounds above with a Cl atom (14):
SMILES	ALOX12 inh
CN1CCCN(S(=O)(=O)c2cccc(Cl)c2)c2ccccc21	?
COCCCNC(=O)C(NC(=O)c1ccccc1)C1CCN(C(=O)c2ccc(Cl)cc2)CC1 (stereo not given)	50%
CSc1nc2n(n1)C(c1cccc(Cl)c1)C1=C(CCCC1=O)N2 (stereo not given)	6%
COc1ccccc1CCn1cnc(-c2ccc(Cl)cc2)c1CC(C)C	-26%
O=S1(=O)c2ccc(N3CCN(Cc4ccccc4F)CC3)cc2Oc2ccccc2CN1Cc1cn(Cc2ccc(Cl)cc2)nn1	25%
CC(C)CC(=O)NC1CCCc2c1[nH]c1c(Cl)cccc21 (stereo not given)	23%
O=C(Nc1ccc([C@H]2OCC(=O)N(Cc3cccnc3)[C@@H]2CO)cc1)c1ccnc(Cl)c1	22%
O=C(O)C1=NOC2CN(Cc3ccc(Cl)cc3)CC12 (stereo not given)	?
Cc1ccc(-n2nc3n(c2=O)CCN(C(=O)c2ccccc2Cl)C3)cc1	4%
O=C(c1ccc(-n2ccnc2)cc1)N1CCN(c2cccc(Cl)c2)C(=O)C1	2%
O=C(Cc1cccc(Cl)c1)N1CCn2c(nn(-c3ccc(F)cc3)c2=O)C1	-2%
CN(C1CCCCC1)S(=O)(=O)N1CCN(C(=O)Cc2ccc(Cl)cc2Cl)CC1	-3%
COCCn1c(SCC(=O)c2ccc(F)cc2)nnc1-c1ccc(Cl)cc1	?
CCOC(=O)CCCn1nc2n(c1=O)CCN(Cc1cccc(Cl)c1)C2=O	-3%
